# H37Rv inhibition – M. tuberculosis growth inhibition, HTS (AID 449762). inhibition, % at 25 µM, or IC50 in µM where a hit was titrated. M. tuberculosis H37Rv growth inhibition, 7H9 media; higher % means a stronger effect. 330,000 compounds, 0.59% hits; in the data active = a potency from the dose series; inconclusive = inhibition above about 70% without an active follow-up result;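 also: bacterial growth assessed after seven days of incubation; strong numbers were not always called active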
# Salmonella PhoP GFP – Inhibition of PhoP regulon, Salmonella typhi GFP reporter cells, confirmation, 4 h (AID 1850). Salmonella Typhi PhoP-promoter GFP reporter, fluorescence, 4 h; higher % means a stronger effect. inhibition, % at 50 µM, or IC50 in µM where a hit was titrated. 310,000 compounds, 0.33% hits; in the data active = a potency from the dose series; inconclusive = inhibition mostly from about 25% at the one dose, without a potency; inactive = the rest, 99 in 100 with inhibition below about 19%;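 also: 0% = induced wells with vehicle and 100% = uninduced wells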
# H1N1 NS1A inhibition – H1N1 influenza NS1A inhibitors, functional cell based assay (AID 504329); NS1A functional cell-based assay, percent inhibition; higher % means a stronger effect; inhibition, % at 12.5 µM; hits with a dose series show IC50 in µM; 340,000 compounds, 0.3% hits; in the data active = a potency from the dose series; inconclusive = inhibition above about 27% without an active follow-up result; also: strong numbers were not always called active
# M. tuberculosis – growth inhibition of non-replicating M. tuberculosis (AID 488890). Mycobacterium tuberculosis non-replicating, growth inhibition; higher % means a stronger effect. one-dose inhibition, % at 25 µM; IC50 in µM for titrated hits. 320,000 compounds, 0.39% hits; in the data active = a potency from the dose series; inconclusive = inhibition mostly from about 82% at the one dose, without a potency; inactive = the rest, 99 in 100 with inhibition below about 76%;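 also: plate controls were DMSO cells for no effect and high antibiotic wells for full effect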
# VEEV TC-83 Vero – inhibitors of VEEV TC-83 cytopathic effect, confirmation, Vero cells (AID 588727). Vero cells, VEEV TC-83 cytopathic effect inhibition; higher % means a stronger effect. inhibition, % at 20 µM, or IC50 in µM where a hit was titrated. 350,000 compounds, 0.13% hits; in the data active = a potency from the dose series; inconclusive = inhibition mostly from about 14% at the one dose, without a potency; inactive = the rest, 99 in 100 with inhibition below about 12%; also: strong numbers were not always called active
# VEEV TC-83 Vero 10K pilot screen – also measured in VEEV TC-83 Vero; calls as there; inhibition, %; measured here: 10K pilot screen inhibition
# * hit, by the source's call; i = inactive; ? = inconclusive; · = no result given.
SMILES,H37Rv inhibition,Salmonella PhoP GFP,H1N1 NS1A inhibition,M. tuberculosis,VEEV TC-83 Vero,others
O=C1C(Cl)=C(NCCCO)C(=O)c2ccccc21,5%,0%,-14%,27%,4.7%,
CCOc1ccc(CCNS(=O)(=O)c2ccc3c(c2)N(C(C)=O)CCO3)cc1OCC,4%,6%,3%,4%,0.2%,
CC(=O)Oc1ccc(/C=C(\NC(=O)c2cccc(Br)c2)C(=O)Nc2ccc(C(=O)O)cc2)cc1,6%,-1%,-2%,15%,0.2%,
COc1ccc(-c2cc(C(=O)NCCCN3CCOCC3)on2)cc1OC,4%,14%,14%,3%,0.1%,
COCCNC(=O)c1ccc2c(c1)NC(=O)CS2,7%,-1%,2%,-20%,i,
CN(C)/C=N/c1c(C#N)cnn1C,-6%,-3%,4%,-5%,i,
O=C(O)CNC(=S)N(Cc1cccs1)C1CCCCC1,-7%,-3%,-5%,15%,0.2%,
O=C(N/N=C/c1ccccc1OC(F)F)C1=COCCO1,2%,2%,-4%,77%,1.4%,
CC1(C)c2ccccc2N2CC(=O)NC21/C=C/c1ccco1 (centres undefined),-8%,-8%,5%,38%,0.8%,
O=c1cc(CN2CCN(c3ccccn3)CC2)nc2sccn12,-2%,-10%,7%,-14%,0.5%,VEEV TC-83 Vero 10K pilot screen=1.7
COc1cccc(C2c3c(-c4cc(Cl)c(C)cc4O)n[nH]c3C(=O)N2Cc2cccnc2)c1 (centres undefined),-5%,-5%,-13%,-4%,2.4%,
COc1ccccc1P(=O)(Cc1ccccc1[N+](=O)[O-])c1ccccc1 (centres undefined),-12%,-3%,1%,26%,0.3%,
COCCCNC(=O)c1cc(-c2cccnc2)nc2ccccc12,0%,-3%,-11%,-4%,i,
S=C(NCc1ccccc1)NCc1ccco1,0%,-6%,9%,1%,0.5%,
S=C1NC2=C(CCCC2=C2SCCS2)C(c2ccccc2)N1 (centres undefined),-1%,-27%,7%,11%,7.4%,
Cc1cc(NC(=O)CCl)n(-c2nc3ccccc3s2)n1,?,-15%,-1%,?,0.8%,
CCOc1ccc(NC(=O)C(C)NC(=O)c2ccccc2Cl)cc1S(=O)(=O)N1CCCC1 (centres undefined),-2%,·,0%,-8%,i,
COc1c(O)ccc(C2NC(=O)NC(C)=C2C(=O)Nc2ccccc2C)c1[N+](=O)[O-] (centres undefined),-12%,10%,1%,-11%,i,
COc1ccc(CCNC(=O)COC(=O)c2ccc(Br)o2)cc1OC,-16%,-10%,-3%,23%,0.7%,
CC1(C)Cc2c(sc(NC(=O)Cc3ccccc3)c2C#N)CO1,-1%,-6%,0%,-1%,1.2%,

# Next section (2 carried over from the part before).
SMILES,H37Rv inhibition,Salmonella PhoP GFP,H1N1 NS1A inhibition,M. tuberculosis,VEEV TC-83 Vero,others
COc1ccc(CCNC(=O)COC(=O)c2ccc(Br)o2)cc1OC,-16%,-10%,-3%,23%,0.7%,
CC1(C)Cc2c(sc(NC(=O)Cc3ccccc3)c2C#N)CO1,-1%,-6%,0%,-1%,1.2%,
O=C1NC[C@@H](c2ccccc2)OC(=O)[C@H](Cc2ccc(F)cc2)C/C=C\C[C@@H]1CC(=O)N(CCO)Cc1ccccc1,8%,·,7%,39%,1.9%,
CCC(CC)c1nnc(NC(=O)Cc2ccccc2[N+](=O)[O-])s1,23%,-2%,-8%,9%,i,
CCOP(=O)(OCC)c1nc(-c2ccc(C)cc2)oc1N1CCOCC1,-9%,1%,3%,-11%,1.1%,
Cc1ccn2cc(C(=O)Nc3cccc(C(=O)NC4CC4)c3)nc2c1,·,·,3%,·,12%,
O=C1CCCN1CC(O)CS(=O)(=O)c1ccc(Cl)cc1 (centres undefined),6%,-8%,-3%,4%,0.6%,
Cc1cccc(NS(=O)(=O)c2ccc3nc(-c4ccccc4)[nH]c3c2)c1C,-1%,1%,-8%,5%,0.9%,
COC(=O)C1=C(C)NC(=S)NC1c1ccc(OCC(=O)N2CC(C)OC(C)C2)c(OC)c1 (centres undefined),1%,·,-15%,-7%,3.1%,
O=C(CSc1ccccn1)Nc1ccc2c(c1)CCC2,?,3%,-6%,73%,1.7%,
CCn1c(C)c(C(C)=O)cc(C#N)c1=O,7%,-10%,-10%,-8%,2.9%,
O=C(NCc1ccccc1CN1CCCC1)c1cccc(S(=O)(=O)N2CCOCC2)c1,-5%,·,-5%,1%,1.5%,
Oc1cnn(-c2ccccc2)c1,?,-2%,-18%,3%,i,
CCOc1ccc2nc(COC(=O)c3ccco3)c(C(C)=O)[n+]([O-])c2c1,-4%,-2%,-2%,23%,1.0%,
Cc1cccc(C(=O)OCC(=O)Nc2ccccc2C(=O)NC2CC2)c1,-11%,·,-3%,2%,i,
COc1cccc(NC(=O)c2nnn(CC(=O)Nc3cc(C)cc(C)c3)c2N)c1,2%,-4%,1%,-9%,2.2%,
COCCn1ccc(O)c(Cc2ccc(Cl)cc2)c1=O,2%,-7%,10%,-12%,i,
CC(OC(=O)CC1CCCCC1)C(=O)Nc1ccc(S(N)(=O)=O)cc1 (centres undefined),-1%,-1%,-9%,-12%,0.7%,
CCN(CC(=O)NCc1ccc(F)cc1)C(=O)COc1ccc2ccccc2c1,3%,-10%,3%,-2%,i,
O=C(Nc1ccc(Cl)cc1C(=O)Nc1ccncc1)c1ccco1,-6%,-9%,17%,6%,i,VEEV TC-83 Vero 10K pilot screen=6.1
CCCC1NC(=S)NC(C)=C1C(C)=O (centres undefined),1%,4%,-8%,-11%,0.3%,
COc1ccc(NC(=O)c2cc3ccccc3cc2O)cc1,2%,-4%,6%,15%,2.4%,

# Arranged by molecular weight (low to high): part of the list above
SMILES,H37Rv inhibition,Salmonella PhoP GFP,H1N1 NS1A inhibition,M. tuberculosis,VEEV TC-83 Vero,others
Oc1cnn(-c2ccccc2)c1,?,-2%,-18%,3%,i,
CCn1c(C)c(C(C)=O)cc(C#N)c1=O,7%,-10%,-10%,-8%,2.9%,
CCCC1NC(=S)NC(C)=C1C(C)=O (centres undefined),1%,4%,-8%,-11%,0.3%,
O=C(CSc1ccccn1)Nc1ccc2c(c1)CCC2,?,3%,-6%,73%,1.7%,
COc1ccc(NC(=O)c2cc3ccccc3cc2O)cc1,2%,-4%,6%,15%,2.4%,
COCCn1ccc(O)c(Cc2ccc(Cl)cc2)c1=O,2%,-7%,10%,-12%,i,
O=C1CCCN1CC(O)CS(=O)(=O)c1ccc(Cl)cc1 (centres undefined),6%,-8%,-3%,4%,0.6%,
CC1(C)Cc2c(sc(NC(=O)Cc3ccccc3)c2C#N)CO1,-1%,-6%,0%,-1%,1.2%,
CCC(CC)c1nnc(NC(=O)Cc2ccccc2[N+](=O)[O-])s1,23%,-2%,-8%,9%,i,
O=C(Nc1ccc(Cl)cc1C(=O)Nc1ccncc1)c1ccco1,-6%,-9%,17%,6%,i,VEEV TC-83 Vero 10K pilot screen=6.1
Cc1cccc(C(=O)OCC(=O)Nc2ccccc2C(=O)NC2CC2)c1,-11%,·,-3%,2%,i,
CCOc1ccc2nc(COC(=O)c3ccco3)c(C(C)=O)[n+]([O-])c2c1,-4%,-2%,-2%,23%,1.0%,
CC(OC(=O)CC1CCCCC1)C(=O)Nc1ccc(S(N)(=O)=O)cc1 (centres undefined),-1%,-1%,-9%,-12%,0.7%,
Cc1cccc(NS(=O)(=O)c2ccc3nc(-c4ccccc4)[nH]c3c2)c1C,-1%,1%,-8%,5%,0.9%,
CCOP(=O)(OCC)c1nc(-c2ccc(C)cc2)oc1N1CCOCC1,-9%,1%,3%,-11%,1.1%,
COc1cccc(NC(=O)c2nnn(CC(=O)Nc3cc(C)cc(C)c3)c2N)c1,2%,-4%,1%,-9%,2.2%,
COc1ccc(CCNC(=O)COC(=O)c2ccc(Br)o2)cc1OC,-16%,-10%,-3%,23%,0.7%,
O=C(NCc1ccccc1CN1CCCC1)c1cccc(S(=O)(=O)N2CCOCC2)c1,-5%,·,-5%,1%,1.5%,
COC(=O)C1=C(C)NC(=S)NC1c1ccc(OCC(=O)N2CC(C)OC(C)C2)c(OC)c1 (centres undefined),1%,·,-15%,-7%,3.1%,
O=C1NC[C@@H](c2ccccc2)OC(=O)[C@H](Cc2ccc(F)cc2)C/C=C\C[C@@H]1CC(=O)N(CCO)Cc1ccccc1,8%,·,7%,39%,1.9%,

# (more compounds)
SMILES,H37Rv inhibition,Salmonella PhoP GFP,H1N1 NS1A inhibition,M. tuberculosis,VEEV TC-83 Vero,others
CC1CCCC(C)N1C(=O)Cn1cc(C#N)c2ccccc21 (centres undefined),5%,-4%,·,-4%,0.7%,
N#Cc1ccccc1OCC(=O)N(C1CCCCC1)C1CCS(=O)(=O)C1 (centres undefined),0%,5%,-5%,8%,0.9%,
CCN(CC)CCN(CC(=O)N(C1CCCCC1)C1CCCCC1)C(=O)c1ccco1,3%,-2%,3%,0%,2.2%,
OCCN(CCO)Cc1ccc(Br)cc1,0%,-8%,4%,-2%,0.6%,
Nc1nc2ccc(-c3nc4ccccc4o3)cc2s1,0%,1%,5%,-4%,7.4%,
CC1CCN(C(NC(=O)c2ccco2)C(=O)c2ccccc2)CC1 (centres undefined),3%,-4%,-9%,0%,3.2%,
O=C(NC(=S)Nc1ccc(C(F)(F)F)cc1)c1csnn1,47%,-8%,-6%,66%,1.5%,
CCN1CCCC1CNC(=O)CSc1cc(=O)n(CC)c2ccccc12 (centres undefined),-3%,-5%,3%,7%,2.4%,
COC(=O)/C=C/c1ccccc1S(=O)(=O)N(Cc1ccccc1)Cc1ccco1,5%,-2%,-18%,4%,6.7%,
COc1ccc(C(=O)C2CCCN(Cc3ccc(NC(C)=O)cc3)C2)cc1OC (centres undefined),0%,-5%,2%,3%,2.6%,
CCOC(=O)c1oc2cc(O)ccc2c(=O)c1-c1ccccc1OC,-6%,-5%,1%,-2%,1.4%,
O=C(Nn1cnnc1)c1cc(Br)ccc1Cl,5%,-3%,-11%,9%,0.8%,
CC1CCN(Cc2nnnn2CCCC(=O)NCC(C)(C)N2CCOCC2)CC1,-2%,12%,7%,-5%,0.8%,
CCOc1ccc(S(=O)(=O)/N=C(/Nc2ccc(OC)cc2)c2ccccc2)cc1,0%,-2%,0%,2%,6.3%,
C=CCc1cccc(/C=N/n2cnnc2)c1O,-5%,19%,-33%,0%,3.2%,
CCOc1ccc(N2C(=O)NC(=O)/C(=C\c3ccccc3[N+](=O)[O-])C2=O)cc1,-2%,5%,-14%,3%,0.9%,
CCCCC(NC(C)=O)c1nc2ccccc2n1CCCC (centres undefined),-13%,0%,3%,18%,0.3%,
CS(=O)(=O)N1CCN(c2ccc([N+](=O)[O-])c3cccnc23)CC1,-5%,-2%,-11%,5%,0.3%,
CC(=O)COc1ccc2c3c(c(=O)oc2c1C)CCCCC3,8%,-5%,-2%,10%,i,
CCCOc1ccc(C(=O)O/N=C(\CC)c2ccc(C)cc2)cc1,?,-2%,4%,70%,i,
CCc1ccc(NC(=S)NC2CC3CCCC(C2)N3Cc2ccccc2)cc1 (centres undefined),10%,5%,14%,?,0.1%,
CCOc1ccc(C2NC(=O)C(C#N)=C(S)N2c2ccc(OC)cc2)cc1OC (centres undefined),-5%,1%,3%,3%,0.1%,
CCCCOC(=O)Nc1ccccc1C(=O)N1CCCC1,-2%,3%,-4%,-6%,0.4%,
Cc1cccn2c(=S)[nH]nc12,·,·,-22%,·,1.6%,
O=C(Nc1ccn(Cc2c(F)c(F)c(F)c(F)c2F)n1)c1cccc(Cn2cc([N+](=O)[O-])cn2)c1,0%,-7%,9%,77%,2.7%,
COC(=O)C1C(=O)c2c([nH]c(C(=O)OC3CCCCC3)c2C)CC1C (centres undefined),-8%,-4%,-5%,-21%,1.1%,
O=C1CCCc2c1cc(C(=O)Nc1ccc(Br)cn1)c(=O)n2-c1ccccc1,-3%,4%,-6%,4%,9.2%,
COc1ccc(-c2nnc(NC(=O)CS(=O)(=O)c3ccc(F)cc3)o2)cc1,12%,3%,-8%,20%,2.2%,
